# Source: PubChem (The Scripps Research Institute Molecular Screening Center)
# hcDAF12 agonist: H. contortus DAF-12 activation, primary screen | AID 652067 | activation, % at 6.8 µM | HEK293 hcDAF-12 lit1-tk-luc reporter, luminescence; 0% DMSO, 100% Δ7-dafachronic acid | hit rate 1.4% among 370,000;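 active means activation above the mean of all tested compounds plus 3 SD, cut at about 5.5% in these data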;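 further: 100% = response to 3 µM Δ7-dafachronic acid high control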
# sPLA2-III inh: Inhibits HGIII-sPLA2 liposome hydrolysis, primary screen | inhibition, % at 12.2 µM | QFRET BODIPY PC-A2 liposome hydrolysis, fluorescence | Q9NZ20 | AID 743126 | hit rate 0.56% among 370,000;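 active means inhibition above mean plus 3 SD of compounds lying within the high and low control bounds, cut at about 19% in these data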;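 further: 0% = median of test compound wells and 100% = no enzyme DMSO wells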
# PLC-gamma1 inh: inhibitors of human phospholipase C gamma1 | P19174 | purified PLC-gamma1, fluorogenic substrate, fluorescence | inhibition, % at 12.2 µM | hit rate 0.84% among 370,000 | AID 720700; in the data active means inhibition above about 9.5%
# FXN GAA850 act: increases GAA850 frataxin promoter reporter activity | HEK293 lucGAA850 FXN promoter luciferase reporter, 24 h; percent of 10 µM SAHA response | hit rate 0.56% among 360,000 | activation, % at 6 µM;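 active means activation above the average of all compounds screened plus 3 SD, cutoff fixed separately per campaign, cut at about 7.5% in these data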;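 further: 0% = DMSO wells and 100% = 10 µM SAHA wells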
# ssDAF12 agonist: activates DAF-12 receptor from parasite S. stercoralis | activation, % at 6.8 µM | HEK293 ssDAF-12/GRIP1 lit1-tk-luc reporter, luminescence; % of 3 µM dafachronic acid response | AID 652126 | hit rate 1% among 370,000;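 active means activation above the mean over all tested compounds plus 3 SD, cut at about 0.9% in these data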;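 further: 0% = DMSO-only wells and 100% = 3 µM delta7-dafachronic acid wells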
# hgDAF12 agonist: agonists of H. glycines DAF-12 nuclear receptor | HEK293 GAL4-hgDAF12 UAS-luciferase reporter, agonist luminescence; normalized to butyrate control | activation, % at 6.8 µM | AID 687014 | hit rate 1.8% among 370,000;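 active means activation above a cutoff set at the mean of all screened compounds plus 3 SD, cut at about 10% in these data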;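 further: 0% = DMSO wells and 100% = sodium butyrate wells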
# ADAM17 inh: inhibits human ADAM17; P78536; recombinant ADAM17, EDANS/DABCYL FRET peptide cleavage; inhibition, % at 6.95 µM; hit rate 0.83% among 370,000; AID 720648;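 active means inhibition above the mean of compounds lying between control limits plus 3 SD, set per campaign, cut at about 8.5% in these data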;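 further: 0% = DMSO-only wells as the low control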
# PLC-beta3 inh: inhibitors of human phospholipase C beta3. hit rate 0.18% among 370,000. inhibition, % at 12.2 µM. Purified PLC-beta3, fluorogenic substrate, fluorescence. AID 720704. Q01970; in the data active means inhibition above about 11%;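 further: 0% = median of compound wells on plate and 100% = full blocker control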
# Target sequence (Q01970 whole entry, looked up): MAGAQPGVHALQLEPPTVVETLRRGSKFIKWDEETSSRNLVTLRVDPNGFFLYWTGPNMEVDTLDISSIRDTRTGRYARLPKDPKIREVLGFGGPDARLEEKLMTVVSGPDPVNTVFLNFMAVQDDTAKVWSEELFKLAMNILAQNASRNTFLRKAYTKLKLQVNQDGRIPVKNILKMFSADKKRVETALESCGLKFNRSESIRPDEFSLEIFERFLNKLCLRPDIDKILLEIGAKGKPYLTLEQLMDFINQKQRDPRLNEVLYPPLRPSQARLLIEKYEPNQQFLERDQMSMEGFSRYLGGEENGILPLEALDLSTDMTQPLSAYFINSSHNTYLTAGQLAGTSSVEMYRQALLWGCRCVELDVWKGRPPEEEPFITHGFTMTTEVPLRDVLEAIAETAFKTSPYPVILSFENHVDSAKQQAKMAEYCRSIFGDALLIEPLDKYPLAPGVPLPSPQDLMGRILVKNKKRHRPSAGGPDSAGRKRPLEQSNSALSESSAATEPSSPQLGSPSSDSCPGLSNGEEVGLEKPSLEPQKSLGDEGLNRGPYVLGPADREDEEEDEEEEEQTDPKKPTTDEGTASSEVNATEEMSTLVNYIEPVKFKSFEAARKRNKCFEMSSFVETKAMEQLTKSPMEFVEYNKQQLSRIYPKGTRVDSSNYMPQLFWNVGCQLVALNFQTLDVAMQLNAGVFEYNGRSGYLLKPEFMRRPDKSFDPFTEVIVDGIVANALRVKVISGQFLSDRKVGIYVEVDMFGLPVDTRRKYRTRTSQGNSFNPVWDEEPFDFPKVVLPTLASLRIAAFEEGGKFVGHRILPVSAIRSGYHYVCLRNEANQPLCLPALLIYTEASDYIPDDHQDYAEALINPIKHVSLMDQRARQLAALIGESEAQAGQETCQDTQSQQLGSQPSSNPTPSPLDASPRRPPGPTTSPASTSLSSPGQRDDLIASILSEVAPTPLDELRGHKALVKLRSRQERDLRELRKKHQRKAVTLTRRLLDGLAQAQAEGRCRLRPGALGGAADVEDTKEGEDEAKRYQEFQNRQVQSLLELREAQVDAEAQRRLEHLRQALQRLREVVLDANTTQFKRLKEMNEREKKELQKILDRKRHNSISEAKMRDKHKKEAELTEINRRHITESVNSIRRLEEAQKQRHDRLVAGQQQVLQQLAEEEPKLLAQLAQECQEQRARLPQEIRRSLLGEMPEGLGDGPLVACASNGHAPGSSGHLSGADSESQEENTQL
# DAX1 inh-1: inhibitors of human orphan nuclear receptor DAX1 (NR0B1). HEK293 Gal4-DAX1 luciferase reporter, luminescence. inhibition, % at 6.75 µM. hit rate 0.99% among 340,000. AID 504766;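 active means inhibition above the mean over all tested compounds plus 3 SD, cut at about 4.2% in these data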;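 further: 0% = DAX1-transfected cells with DMSO and 100% = empty-vector control cells with DMSO; inhibition shows as a rise in luminescence from relieved DAX1 repression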
# ADAM10 inh: ADAM10 inhibition, QFRET primary screen; inhibition, % at 7 µM; AID 720582; hit rate 0.62% among 370,000; recombinant ADAM10, EDANS/DABCYL FRET peptide cleavage, 3 h; O14672;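 active means inhibition above a per-campaign cutoff equal to the mean of compounds falling between control-based bounds plus 3 SD, cut at about 20% in these data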;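 further: 0% = DMSO wells while the 100% control is not disclosed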
# DAX1 inh-2: blocks DAX1 repression of SF-1 activated StAR promoter | AID 652010 | HEK293T StAR-luciferase reporter, SF-1/DAX-1 repression relief | inhibition, % at 6.8 µM | hit rate 1.1% among 370,000;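 active means inhibition above the mean over all tested compounds plus 3 SD, cut at about 3.6% in these data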;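 further: 0% = DAX-1 cells with DMSO and 100% = cells lacking DAX-1 with DMSO; higher inhibition means more luminescence from relief of DAX-1 repression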
# The depositor's hits bear a star; i = inactive; x = no result given.
compound,ADAM17 inh,DAX1 inh-1,hcDAF12 agonist,ssDAF12 agonist,PLC-beta3 inh,ADAM10 inh,FXN GAA850 act,DAX1 inh-2,sPLA2-III inh,PLC-gamma1 inh,hgDAF12 agonist
O=C1COc2ccc(C(=O)COC(=O)COc3ccccc3[N+](=O)[O-])cc2N1,3,3.5,1.2,-0.7,-6,-3,1.1,0.2,-1,3,2.9
CCC1CCC/C1=N\NC(=O)c1ccoc1C (stereo not given),-5,0.9,4.5,0.5,-7,5,3.3,11*,3,1,17*
CC1CCN(CC(=O)NNC(=O)c2cccc(Br)c2)CC1,-1,-1.0,-0.1,-1.1,-4,-5,-1.1,0.1,-13,1,1.5
Cc1ccccc1NC(=O)CCC(=O)OCCCC(F)(F)C(F)(F)F,-1,1.6,-2.6,-0.9,0,-11,-1.4,0.2,5,0,1.0
CCOC(=O)c1c(NC(=O)C2CCCN(S(=O)(=O)c3ccc(C)cc3)C2)sc2c1CCCC2 (stereo not given),2,-0.8,1.9,-0.7,1,4,-3.0,-0.2,3,15*,-2.3
Cn1c(SCC(=O)Nc2ccc3nc(SCC(=O)NC4CC4)sc3c2)nnc1-c1ccccc1,0,-1.6,-0.2,-1.1,-3,-4,0.0,-1.5,1,-3,1.1
NS(=O)(=O)c1ccc(CCNC(=O)CSCc2ccccc2)cc1,1,-0.9,-3.4,-1.7,6,2,-2.4,-0.9,-4,2,-0.9
Cc1cccc(OCC(=O)Nc2ccc3c4c(cccc24)CC3)c1C,1,0.8,0.1,-0.5,-1,0,-1.4,0.2,-5,-2,0.1
O=C(O)C1=C[C@H](c2coc3ccccc3c2=O)C[C@H](OCc2ccc(CO)cc2)O1,-3,-0.3,-0.1,-1.4,2,-5,-1.6,0.0,7,0,0.9
Cc1cc(C)c(OCC(=O)Nc2nc3ccccc3[nH]2)c(C)c1,-6,1.6,0.2,-0.8,-7,-3,0.6,0.8,13,-3,0.2
Cc1ccc([N+](=O)[O-])cc1NC(=S)NC(=O)c1cccs1,1,0.1,4.9,-0.5,2,5,1.0,-0.2,5,1,3.1
Nc1nc2ncccn2c1-c1ccc(C(F)(F)F)cc1,-91,x,6.9*,0.1,i,-377,x,-0.8,4,i,-1.7
Cc1cc(NC(=O)CCC(=O)N(Cc2ccccc2)C(C(=O)NC2CCCC2)c2ccc(C)o2)no1 (stereo not given),-1,-0.7,-2.8,-0.7,-7,-4,-1.2,-0.6,-11,2,-1.8
O=C(CSc1ccc2ccccc2n1)Nc1ccc(N2CCOCC2)cc1,-5,-0.2,-0.8,-1.0,-6,-5,0.6,-0.1,-1,-6,2.6
CC1=NN(c2ccc(C(=O)O)c(N)c2)C(=O)C1,-1,-0.5,-0.7,-0.6,-6,-6,0.6,0.3,-11,6,0.2
C[C@H]1CN(S(=O)C(C)(C)C)[C@@H](CCO)/C1=C\CCO (stereo not given in full),-1,0.2,-0.8,-0.2,-2,-3,-0.9,1.1,-3,0,2.6
O=C(NCCc1ccccc1Cl)[C@@H]1CCCN1C(=O)[C@@H](NC(=O)N1CCOCC1)C1CCCCC1,-5,x,0.1,-0.2,-1,-15,x,-0.5,4,5,2.4
CC(c1ccccc1F)n1cc(C(=O)NCc2ccncc2)nn1 (stereo not given),-1,0.4,-1.3,-1.6,5,-2,1.5,-0.5,2,2,-1.5
COc1cc(CN2CCCC(C)C2)ccc1OCc1ccccc1 (stereo not given),0,1.0,-0.6,-1.4,-3,-4,0.0,-0.1,-11,5,1.8
O=C(NCCc1nc(-c2ccccc2)no1)c1ccccc1,1,-0.7,-0.9,-1.6,8,-2,0.7,-0.5,9,7,-1.2

compound,ADAM17 inh,DAX1 inh-1,hcDAF12 agonist,ssDAF12 agonist,PLC-beta3 inh,ADAM10 inh,FXN GAA850 act,DAX1 inh-2,sPLA2-III inh,PLC-gamma1 inh,hgDAF12 agonist
COc1ccccc1CCNC(=O)C(=O)NCC1OCCN1S(=O)(=O)c1ccc(OC)c(OC)c1 (stereo not given),-5,-0.9,-1.2,-1.9,3,-9,-0.5,-1.6,-4,0,-0.7
Nc1ccc(C(=O)OCc2nc3cc4ccccc4cc3[nH]2)cc1,-1,-3.6,-3.1,-1.8,-7,2,-5.8,-0.6,-4,-4,-8.5
COc1cccc(/C=C/C(=O)N2CCN(S(=O)(=O)c3ccccc3)CC2)c1OC,-2,0.5,-1.9,-0.7,-54,-1,-0.1,-0.1,-3,-38,1.5
CCN1CCCc2cc(CN(CCN3CCOCC3)C(=S)Nc3cccc(OC)c3)ccc21,-4,1.0,-0.9,-1.5,-28,-9,1.9,0.2,4,-13,2.6
CCOC(=O)C1CCCN(Cc2ccc(O)c(OC)c2)C1 (stereo not given),-3,0.7,-1.6,-1.6,0,-8,0.5,-0.7,2,0,1.3
O=C(NCc1ccco1)C(=O)NCC1OCCN1S(=O)(=O)c1ccc(Br)cc1 (stereo not given),-1,-0.1,1.3,-1.4,-2,5,2.6,0.3,2,4,1.9
COc1ccc(S(=O)(=O)NCc2ccco2)c2ccccc12,-3,1.3,4.5,-0.9,-4,-7,-1.9,-0.3,-3,-3,-5.2
O=C(NCc1ccccn1)c1cccc(S(=O)(=O)Nc2ccc(F)cc2)c1,-2,0.1,-1.5,-1.0,-6,2,0.2,-1.4,-9,1,1.2
COc1cc2c(cc1OC)CSC1C(=O)N(C)C(SC2)C(=O)N1C,3,x,-0.3,-1.2,-2,2,x,-0.2,-1,-2,0.3
Cc1ccc(C(=O)NCCSCc2ccc(Cl)cc2Cl)cc1[N+](=O)[O-],4,0.4,-0.6,-1.9,-5,16,1.6,-0.4,-14,0,-1.2
O=C(c1ncn2c1c(=O)[nH]c1ccccc12)N1CCc2ccccc2C1,-1,-0.1,1.7,-1.1,0,-31,-1.5,0.0,4,3,-1.4
Cc1cc(NC(=O)COC(=O)c2cccc(OCc3ccccc3)c2)no1,3,4.0,-0.1,-0.2,9,11,2.0,-0.3,1,6,1.4
Cc1cc(N/N=C/c2cccc(Cl)c2)nc(-n2nc(C)cc2C)n1,2,-2.6,0.8,-1.3,-5,1,-0.3,0.9,-1,-13,1.2
O=C(Cn1cnc2c(nnn2Cc2ccc(F)cc2)c1=O)NC1CCCC1,-6,1.1,-1.2,-1.4,1,-12,-1.3,0.9,6,3,1.7
O=C(CSc1ccccn1)Nc1ccc(Br)cn1,-1,0.9,0.3,-1.5,-2,3,-0.4,-0.5,6,1,5.0
CC(C)(CNC(=O)COc1ccccc1Cc1ccccc1)N1CCOCC1,-4,0.1,-0.1,-1.3,-8,-5,0.7,-0.6,-5,-1,4.9
CCOC(=O)c1ccc(NC(=O)c2nc[nH]c2C(=O)NCc2ccccc2)cc1,-2,-0.3,1.1,-1.0,1,-3,2.4,-0.4,-3,-6,1.1
COc1ccc(C2SCC(C(=O)NCc3ccc(F)cc3)N2C(C)=O)cc1 (stereo not given),0,0.3,-0.8,-1.0,3,-4,-2.2,-0.6,11,0,1.3
Cc1cc(N)n2nc(-c3ccccc3)cc2n1,-31,-1.1,12*,1.7*,-43,-98,3.8,5.8*,-1,-35,20*
O=C(N/N=C/c1cc(Br)c(Br)o1)c1ccc2c(c1)OCCO2,-3,1.6,1.4,-0.9,-19,-6,2.2,0.1,-5,-8,8.1

# Two compounds picked at random from the list so far, as already listed:
compound,ADAM17 inh,DAX1 inh-1,hcDAF12 agonist,ssDAF12 agonist,PLC-beta3 inh,ADAM10 inh,FXN GAA850 act,DAX1 inh-2,sPLA2-III inh,PLC-gamma1 inh,hgDAF12 agonist
CCOC(=O)c1ccc(NC(=O)c2nc[nH]c2C(=O)NCc2ccccc2)cc1,-2,-0.3,1.1,-1.0,1,-3,2.4,-0.4,-3,-6,1.1
O=C(c1ncn2c1c(=O)[nH]c1ccccc12)N1CCc2ccccc2C1,-1,-0.1,1.7,-1.1,0,-31,-1.5,0.0,4,3,-1.4

# In a second layout: 2 of the compounds above.
# Below each compound – ADAM17 inh	DAX1 inh-1	hcDAF12 agonist	ssDAF12 agonist	PLC-beta3 inh	ADAM10 inh	FXN GAA850 act	DAX1 inh-2	sPLA2-III inh	PLC-gamma1 inh	hgDAF12 agonist
> O=C(NCc1ccccn1)c1cccc(S(=O)(=O)Nc2ccc(F)cc2)c1
  -2	0.1	-1.5	-1.0	-6	2	0.2	-1.4	-9	1	1.2
> COc1cc2c(cc1OC)CSC1C(=O)N(C)C(SC2)C(=O)N1C
  3	x	-0.3	-1.2	-2	2	x	-0.2	-1	-2	0.3

# Going on with the list:
compound,ADAM17 inh,DAX1 inh-1,hcDAF12 agonist,ssDAF12 agonist,PLC-beta3 inh,ADAM10 inh,FXN GAA850 act,DAX1 inh-2,sPLA2-III inh,PLC-gamma1 inh,hgDAF12 agonist
CCCOC1CCCN(C(=O)CCc2nnc(-c3ccc4c(c3)OCO4)o2)C1 (stereo not given),-1,0.7,2.1,-0.2,-3,-4,6.8,2.7,2,-1,4.2
COC(=O)[C@H](C)NC(=O)NC(C)CCc1ccccc1 (stereo not given in full),-1,0.9,-0.6,-0.7,7,-2,-0.9,1.3,5,2,-2.1
Cc1ccccc1OCC(O)Cn1c(=N)n(Cc2ccccc2)c2ccccc21 (stereo not given),-5,-1.6,-2.8,-1.9,-1,-1,-8.1,-1.2,7,3,-1.8
COc1ccc(C(=O)CC2OC(=O)c3ccccc32)cc1OC (stereo not given),0,0.1,-1.9,-1.4,-6,6,1.8,0.0,2,0,-1.4
CCc1nnc2n1N=C(c1ccccc1)CS2,2,0.3,1.2,-0.3,-3,4,-0.5,-0.2,4,-2,-1.1
CCOC(=O)C(Cc1ccccc1)C(=O)Nc1cccc(C)c1 (stereo not given),4,0.3,0.2,-1.1,3,0,1.8,0.3,-5,0,0.5
CCNC(=O)C1(C)CCCN(Cc2cccc3c(OC)cc(C(=O)OCC)cc23)C1 (stereo not given),-9,x,0.9,-1.1,-43,-42,1.4,-0.4,8,-30,-0.3
CCCC(=O)OC12CCCN(C1)/C(=C/c1ccc(C#N)cc1)C2 (stereo not given),-3,x,-0.1,-0.6,-2,-15,x,0.2,5,-2,2.1
CC1=C(C(=O)OCC2CCCO2)C(c2ccccc2)C2=C(CCCC2=O)N1 (stereo not given),-75,0.5,-0.2,-0.8,-167,-256,0.1,-0.7,0,-148,1.9
CC(=O)Nc1ccccc1OCC(=O)c1cc(C)n(Cc2cccs2)c1C,-1,-4.4,-4.8,-2.5,1,1,-11,-3.6,-10,-1,-11
O=C(Nc1nc(-c2ccco2)cs1)c1ccccc1,0,-0.6,2.5,-1.0,-18,-7,2.1,0.3,-5,-12,2.9
Clc1ccc(-n2nnnc2-c2cnc3ccc(Cl)cc3c2-c2ccccc2)cc1,2,6.2*,-0.7,-1.1,4,5,0.7,0.1,-1,4,0.6

# Shown as a hit in hcDAF12 agonist, among the entries above:
Molecule	ADAM17 inh	DAX1 inh-1	hcDAF12 agonist	ssDAF12 agonist	PLC-beta3 inh	ADAM10 inh	DAX1 inh-2	sPLA2-III inh	PLC-gamma1 inh
Nc1nc2ncccn2c1-c1ccc(C(F)(F)F)cc1	-91	x	6.9*	0.1	i	-377	-0.8	4	i
Cc1cc(N)n2nc(-c3ccccc3)cc2n1	-31	-1.1	12*	1.7*	-43	-98	5.8*	-1	-35
